Screening results: PubChem BioAssay, Broad Institute
PRC2 inh: inhibitors of human EZH2/PRC2 methyltransferase; Q15910; PRC2 H3K27 methylation, DELFIA TRF, 1 h; inhibition, % at 12.5 µM; 57,000 tested, 0.35% active; AID 651548;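 active = mean inhibition of replicates at least 50% and every single replicate also reaching 50%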;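 also: dimethyl H3K27 on biotinylated H3 21-44 peptide detected by antibody; plate controls were median neutral control wells for no effect and median positive control wells for full effect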
IDH1 R132H inh: blocks human IDH1 R132H reductase activity; diaphorase/resazurin fluorescence, 60 min; inhibition, % at 10 µM; 70,000 tested, 0.18% active; AID 624101; in the data active = inhibition above about 34%;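 also: 0% = DMSO and 100% = no enzyme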
Target sequence (O75874 whole entry R132H): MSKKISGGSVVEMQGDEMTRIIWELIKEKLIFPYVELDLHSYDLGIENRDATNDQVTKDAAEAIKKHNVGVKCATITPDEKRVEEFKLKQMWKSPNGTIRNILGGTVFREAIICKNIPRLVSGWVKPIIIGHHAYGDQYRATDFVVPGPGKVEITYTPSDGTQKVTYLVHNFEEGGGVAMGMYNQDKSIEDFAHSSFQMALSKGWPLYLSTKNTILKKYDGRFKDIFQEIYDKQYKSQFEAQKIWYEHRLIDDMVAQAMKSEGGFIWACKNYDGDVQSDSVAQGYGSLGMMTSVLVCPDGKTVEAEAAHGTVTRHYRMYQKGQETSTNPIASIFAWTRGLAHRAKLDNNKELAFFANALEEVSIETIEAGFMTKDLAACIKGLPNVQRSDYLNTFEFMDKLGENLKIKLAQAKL
An asterisk follows results filed as active; . = no result given.

SMILES | PRC2 inh | IDH1 R132H inh
Cc1noc(C)c1S(=O)(=O)Nc1cccc2c1O[C@H](CN(C)Cc1ccc(-c3ccccc3)cc1)[C@H](C)CN([C@H](C)CO)C2=O | . | 11
Cc1noc(C)c1S(=O)(=O)N(C)C[C@H]1Oc2c(NS(=O)(=O)c3ccc(F)cc3)cccc2C(=O)N([C@@H](C)CO)C[C@H]1C | . | 2.5
CO[C@H](C(=O)N(C)C[C@@H]1OCc2ccccc2-c2ccccc2C(=O)N([C@@H](C)CO)C[C@H]1C)c1ccccc1 | 1 | .
C[C@H](CO)N1C[C@H](C)[C@@H](CN(C)S(=O)(=O)c2ccccc2)Oc2c(NC(=O)CCCCCC(=O)Nc3ccccc3N)cccc2C1=O | -15 | .
Cc1noc(C)c1NC(=O)Nc1ccc2c(c1)C(=O)N([C@@H](C)CO)C[C@@H](C)[C@H](CN(C)C(=O)Nc1ccc3c(c1)OCO3)OCCCC[C@H](C)O2 | . | 2.5
CO[C@@H]1CN(C)C(=O)c2cc(NS(=O)(=O)c3cccc(F)c3)ccc2OC[C@@H](C)N(C(=O)Cc2cccnc2)C[C@@H]1C | 0 | -0.2
O=C(CC1Sc2ccc(Cl)cc2NC1=O)Nc1ccc([N+](=O)[O-])cc1 (centres undefined) | 6 | 0.6
C[C@@H]1CN([C@H](C)CO)C(=O)Cc2cc(NS(=O)(=O)c3cccs3)ccc2O[C@H]1CN(C)C(=O)Nc1ccc2c(c1)OCO2 | . | -0.1
C[C@H]1CCCCO[C@H](CN(C)S(=O)(=O)c2cn(C)cn2)[C@@H](C)CN([C@@H](C)CO)C(=O)c2cc(NC(=O)CCCN(C)C)ccc2O1 | . | 3.8
CCCNC(=O)c1cc2c(c(-c3cccc(-c4cccc(OC)c4)c3)n1)[C@H](CCO)N([S@@](=O)C(C)(C)C)C2 | 2 | -0.4
NC(=O)CCCCn1ccc(NC(N)=NCC(F)(F)F)n1 | 6 | -1.5
COc1ccc(CN(C)C[C@H]2OCCCC[C@@H](C)Oc3ccc(NC(=O)CCC(F)(F)F)cc3C(=O)N([C@@H](C)CO)C[C@@H]2C)cc1 | . | 1.7
C[C@H]1CN([C@@H](C)CO)S(=O)(=O)c2ccc(C#CC3CC3)cc2O[C@H]1CN(C)S(C)(=O)=O | -5 | .
Cc1ccc(S(=O)(=O)Nc2ccc3c(c2)C(=O)N([C@H](C)CO)C[C@H](C)[C@@H](CN(C)C(=O)Nc2ccc(F)cc2)OCCCC[C@H](C)O3)cc1 | . | -0.3
C[C@@H]1CN([C@H](C)CO)S(=O)(=O)c2ccc(C#CC(C)(C)O)cc2O[C@@H]1CN(C)Cc1ccc(F)cc1 | 6 | -0.2
CCn1c(SCC(=O)Nc2ccc(C)cc2C)nnc1-c1cccs1 | -6 | 0.0
CO[C@@H]1CN(C)C(=O)c2cc(NC(=O)Nc3cccc(F)c3)ccc2OC[C@@H](C)N(C(=O)C2CC2)C[C@H]1C | -25 | .
COCC(=O)N(C)C[C@@H]1Oc2cc(-c3ccc(C#N)cc3)ccc2S(=O)(=O)N([C@@H](C)CO)C[C@H]1C | -4 | -0.2
CNC[C@H]1OCCCC[C@@H](C)Oc2ccc(NC(=O)Nc3ccc(F)cc3)cc2C(=O)N([C@@H](C)CO)C[C@@H]1C | 0 | .
CC(C)NC(=O)Nc1ccc2c(c1)CC(=O)N([C@@H](C)CO)C[C@H](C)[C@H](CN(C)S(=O)(=O)c1cn(C)cn1)O2 | . | 0.6
C[C@H]1CN([C@@H](C)CO)C(=O)Cc2cc(NC(=O)Nc3ccc4c(c3)OCO4)ccc2O[C@H]1CN(C)C(=O)Nc1cccc2ccccc12 | . | -1.5
COCC(=O)Nc1ccc2c(c1)[C@@H]1C[C@H](CC(=O)NCc3ccc4c(c3)OCO4)O[C@H](CO)[C@@H]1O2 | -2 | -3.1
CCCN(C)C[C@@H]1Oc2cc(C#CC3(O)CCCC3)ccc2S(=O)(=O)N([C@H](C)CO)C[C@@H]1C | -17 | -1.4
C[C@H](CO)N1C[C@H](C)[C@H](CN(C)S(=O)(=O)c2cccc(F)c2)Oc2ncc(/C=C/c3ccccc3)cc2C1=O | -7 | 0.2
C[C@@H]1CN([C@@H](C)CO)C(=O)CCCn2cc(nn2)CO[C@@H]1CN(C)C(=O)Nc1ccc(-c2cccs2)cc1 | . | -0.2

The closing six compounds of the part above open the next one:
SMILES | PRC2 inh | IDH1 R132H inh
CC(C)NC(=O)Nc1ccc2c(c1)CC(=O)N([C@@H](C)CO)C[C@H](C)[C@H](CN(C)S(=O)(=O)c1cn(C)cn1)O2 | . | 0.6
C[C@H]1CN([C@@H](C)CO)C(=O)Cc2cc(NC(=O)Nc3ccc4c(c3)OCO4)ccc2O[C@H]1CN(C)C(=O)Nc1cccc2ccccc12 | . | -1.5
COCC(=O)Nc1ccc2c(c1)[C@@H]1C[C@H](CC(=O)NCc3ccc4c(c3)OCO4)O[C@H](CO)[C@@H]1O2 | -2 | -3.1
CCCN(C)C[C@@H]1Oc2cc(C#CC3(O)CCCC3)ccc2S(=O)(=O)N([C@H](C)CO)C[C@@H]1C | -17 | -1.4
C[C@H](CO)N1C[C@H](C)[C@H](CN(C)S(=O)(=O)c2cccc(F)c2)Oc2ncc(/C=C/c3ccccc3)cc2C1=O | -7 | 0.2
C[C@@H]1CN([C@@H](C)CO)C(=O)CCCn2cc(nn2)CO[C@@H]1CN(C)C(=O)Nc1ccc(-c2cccs2)cc1 | . | -0.2
COc1ccc(OC)c(S(=O)(=O)N2CCC(C(=O)Nc3cccc(F)c3)CC2)c1 | -27 | 0.0
Clc1cccc(Nc2nnc(-c3ccccc3)c3ccccc23)c1 | 7 | -0.7
CCCc1cn(CC[C@@H]2CC[C@H](NC(=O)Cc3cccnc3)[C@@H](CO)O2)nn1 | 8 | 0.2
COc1ccc(N(CC(=O)Nc2ccc(I)cc2)S(C)(=O)=O)cc1OC | -15 | 0.8
C[C@@H]1CN([C@H](C)CO)C(=O)c2cc(NC(=O)CCCN(C)C)ccc2O[C@H]1CN(C)S(=O)(=O)c1ccc(Cl)cc1 | 1 | 4.1
C[C@@H](NC(=O)C[C@H]1C[C@@H]2c3cc(NS(C)(=O)=O)ccc3O[C@@H]2[C@H](CO)O1)c1ccccc1 | 0 | 0.1
C[C@H](CO)N1C[C@H](C)[C@@H](CN(C)S(=O)(=O)c2cccs2)Oc2ccc(NC(=O)Nc3ccc4c(c3)OCO4)cc2CC1=O | . | 1.9
C[C@@H]1CN([C@H](C)CO)C(=O)c2cc(-c3ccc(C#N)cc3)cnc2O[C@@H]1CN(C)C(=O)CC1CC1 | -28 | 8.1
COc1cc(NC(=O)CN(C)S(=O)(=O)c2ccc(Br)cc2)c(OC)cc1Cl | -11 | 0.2
COc1ccccc1CCNC(=O)c1c(-c2c(F)cccc2Cl)noc1C | 16 | 0.1
C[C@@H]1CN([C@H](C)CO)C(=O)c2cc(-c3ccc(C#N)cc3)cnc2O[C@H]1CN(C)CC1CCOCC1 | 5 | -2.4
C=C(C(=O)O)[C@@H]1CC[C@H](C)[C@@H]2CC(=O)C(C)=C2C1 | . | -0.2
C[C@@H]1CN([C@H](C)CO)C(=O)Cc2cc(NC(=O)CCCCCC(=O)Nc3ccccc3N)ccc2O[C@@H]1CN(C)Cc1ccncc1 | -11 | .
C[C@@H]1CN([C@@H](C)CO)C(=O)c2cccc(NC(=O)c3ccncc3)c2O[C@@H]1CN(C)C(=O)Nc1cccc2ccccc12 | 12 | 2.0
O=C(C[C@H]1C[C@H]2c3cc(NC(=O)c4ccc5c(c4)OCO5)ccc3O[C@H]2[C@H](CO)O1)NCCc1ccccc1 | 3 | -0.2
CO[C@@H]1CN(C)C(=O)c2ccc(NC(=O)Nc3ccc4c(c3)OCO4)cc2OC[C@@H](C)N(C(C)=O)C[C@H]1C | -1 | -0.7
C[C@H]1CN([C@@H](C)CO)C(=O)c2cc(C#Cc3ccccn3)cnc2O[C@H]1CN(C)C(=O)c1ccccn1 | 4 | -0.2
C[C@@H]1CN([C@@H](C)CO)C(=O)c2cc(NS(C)(=O)=O)ccc2O[C@H]1CN(C)C | . | -0.7
CS(=O)(=O)Nc1ccc2c(c1)[C@@H]1C[C@H](CC(=O)NCc3cccnc3)O[C@@H](CO)[C@@H]1O2 | -9 | 0.0
CO[C@H]1CN(C)C(=O)c2ccc(NC(C)=O)cc2OC[C@@H](C)N(C(=O)C2CCOCC2)C[C@@H]1C | -5 | -0.4
CO[C@H](CN(C)C(=O)c1cnccn1)[C@H](C)CN([C@H](C)CO)S(=O)(=O)c1ccc(C)cc1 | 6 | -0.1
CCCNC(=O)N(C)C[C@H]1Oc2ncc(C#CCc3ccccc3)cc2C(=O)N([C@@H](C)CO)C[C@@H]1C | -5 | 2.2
C[C@@H]1CCCCO[C@H](CN(C)Cc2ccc(C(=O)O)cc2)[C@@H](C)CN([C@H](C)CO)C(=O)c2cc(NC(=O)CCC(F)(F)F)ccc2O1 | . | 0.7
CS(=O)(=O)Nc1ccc2c(c1)[C@@H]1C[C@H](CC(=O)NCc3ccccc3)O[C@H](CO)[C@@H]1O2 | -4 | 2.4
Cc1noc(C)c1NC(=O)Nc1ccc2c(c1)C(=O)N([C@@H](C)CO)C[C@H](C)[C@@H](CN(C)S(=O)(=O)c1c(C)noc1C)OCCCC[C@@H](C)O2 | . | 0.9

Further structures:
SMILES | PRC2 inh | IDH1 R132H inh
C[C@@H]1CN([C@@H](C)CO)C(=O)c2cc(NC(=O)Nc3ccc(F)cc3)ccc2O[C@@H](C)CCCCO[C@@H]1CN(C)Cc1ccncc1 | . | -7.4
C/C=C/c1cnc2c(c1)C(=O)N([C@H](C)CO)C[C@H](C)[C@@H](CN(C)S(=O)(=O)c1ccc(C)cc1)O2 | -5 | -14
C[C@@H]1CCCCO[C@@H](CN(C)S(=O)(=O)c2cccs2)[C@@H](C)CN([C@@H](C)CO)C(=O)c2cc(NC(=O)Nc3ccc(F)cc3)ccc2O1 | . | 0.6
Cc1ccn2c(NC(=O)C(C)(C)Oc3ccc(Cl)cc3)c(-c3ccc(F)cc3)nc2c1 | -5 | -0.7
CC(C)NC(=O)Nc1ccc2c(c1)CC(=O)N([C@H](C)CO)C[C@@H](C)[C@H](CN(C)S(C)(=O)=O)O2 | -2 | 0.6
CO[C@H]1CN(C)C(=O)c2cc(NC(C)=O)ccc2OC[C@@H](C)N(Cc2cccnc2)C[C@H]1C | -20 | .
CCCNC(=O)Nc1ccc2c(c1)C(=O)N(C)C[C@H](OC)[C@@H](C)CN(C(=O)C1CCOCC1)[C@@H](C)CO2 | -4 | -0.1
CCCNC(=O)N(C)C[C@@H]1Oc2ncc(C#Cc3ccncc3)cc2C(=O)N([C@@H](C)CO)C[C@H]1C | -7 | 0.3
O=C(CN1CCOCC1)N[C@H]1CC[C@H](CCNC(=O)C2CCC2)O[C@@H]1CO | 7 | 0.2
C[C@@H]1CN([C@@H](C)CO)S(=O)(=O)c2ccc(C#CC3CC3)cc2O[C@@H]1CN(C)Cc1ccncc1 | -20 | 11
COc1cc([N+](=O)[O-])ccc1NC(=S)Nc1nn(Cc2ccc(Cl)cc2Cl)cc1Cl | -4 | 2.4
C[C@@H]1CCCCO[C@H](CN(C)Cc2ccccc2)[C@H](C)CN([C@@H](C)CO)C(=O)c2cc(NS(=O)(=O)c3ccc(Cl)cc3)ccc2O1 | . | -0.3
C/C=C1/C(=O)O[C@]2(C)C[C@@H]3OC(=O)C(COC)[C@]34O[C@@]12CC[C@@](C)(O)CC4=O (some centres undefined) | . | 10
COc1cccc(S(=O)(=O)N[C@@H]2CC[C@@H](CCn3cc(-c4ccccc4OC)nn3)O[C@@H]2CO)c1 | 1 | -0.6
C[C@@H]1CCCCO[C@H](CN(C)C(=O)Nc2ccccc2)[C@@H](C)CN([C@H](C)CO)C(=O)c2cc(NC(=O)C3CCCCC3)ccc2O1 | . | 0.3
Cc1noc(C)c1NC(=O)Nc1ccc2c(c1)C(=O)N([C@@H](C)CO)C[C@H](C)[C@@H](CN(C)Cc1ccccc1)OCCCC[C@@H](C)O2 | . | 2.5
CC(=O)Nc1ccc(NC(=O)CSc2nc3sc(C)c(C)c3c(=O)n2C)cc1 | -7 | -0.3
COc1ccc(NC(=O)Nc2ccc3c(c2)C(=O)N([C@@H](C)CO)C[C@@H](C)[C@@H](CN(C)Cc2ccc4c(c2)OCO4)O3)cc1 | 1 | 0.7
Cc1cccnc1NC(=O)COc1ccc(Cl)cc1Cl | . | 1.5
COC(=O)c1cc(-c2ccccc2)sc1NC(=O)c1cnccn1 | . | 0.1
Cc1noc(C)c1S(=O)(=O)Nc1ccc2c(c1)C(=O)N([C@H](C)CO)C[C@@H](C)[C@@H](CN(C)Cc1ccc(Cl)c(Cl)c1)O2 | . | -0.2
CCN(CC(=O)Nc1cccc(C)c1)S(=O)(=O)c1ccc(Br)cc1 | 6 | 0.6
C[C@H]1CN([C@@H](C)CO)C(=O)c2cc(NC(=O)c3ccncc3)ccc2O[C@H]1CN(C)C(=O)Nc1ccccc1 | . | 0.4
CC1OC(=O)CC2C(C(=O)O)=CC3(O)CC(C)(C)CC123 (centres undefined) | -16 | 0.4
C[C@@H]1CN([C@@H](C)CO)C(=O)c2cc(C#CCc3ccccc3)cnc2O[C@@H]1CN(C)C(=O)C1CCOCC1 | -4 | 0.8
C[C@@H]1CN([C@@H](C)CO)C(=O)Cc2cc(NC(=O)NC3CCCCC3)ccc2O[C@@H]1CN(C)C(=O)Nc1cccc2ccccc12 | 6 | -0.1
CO[C@H]1CN(C)C(=O)c2cc(NC(=O)C3CCC3)ccc2OC[C@H](C)N(CC2CCCCC2)C[C@H]1C | 0 | 0.1

The list is partial; count on the stated rates, not on these rows.
